Bioassay records: PubChem BioAssay, several laboratories
HTR5A inv ag: HTR5A inverse agonism, opioid heterodimer counter-screen. HTR5A cell line, luminescence. inhibition, % at 9.3 µM. actives 0.083% (n = 340,000); in the data active means inhibition mostly above about 23%, no sharp cut-off; inactive means mostly below about 18%;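 further: 0% = cells with DMSO and 100% = no-cell wells with DMSO; some compounds called inactive have numbers as strong as hits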
Pemphigus Ab inh: blocks pemphigus antibody binding to human desmoglein-3; P32926; DSG3-coupled beads, scFv-anti-DSG3-GFP binding, flow cytometry; stronger effect = lower value; binding (percent of control), % at 10 µM; actives 0.48% (n = 310,000); AID 588358;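 active means binding more than 3 SD below its plate's average and above zero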;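 further: hits lower antibody fragment binding to DSG3; some compounds called inactive have numbers as strong as hits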
E coli growth: counter-screen for AddAB inhibitors: E. coli growth inhibition; E. coli V3065 growth, OD600 absorbance, 18 h; inhibition, % at 11.9 µM; actives 0.27% (n = 330,000); AID 449728;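 active means inhibition above the campaign's mean inhibition across all tested compounds plus 3 SD, cut at about 9.9% in these data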;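 further: uninfected addAB+ strain grown without phage in ampicillin broth; 0% = DMSO wells and 100% = ciprofloxacin 0.95 µg/ml wells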
phage Ecoli inh: E. coli growth loss with phage present | inhibition, % at 11.9 µM | growth absorbance | actives 0.26% (n = 360,000) | AID 651602; in the data active means inhibition above about 11%
SUMO Mot1 rescue: inhibitors of SUMOylation pathway: yeast Mot1-301 growth rescue | S. cerevisiae Mot1-301 growth rescue, ATP luminescence, 38.5C; percent above DMSO median, 100 means doubled | growth rescue, % at 18.8 µM | actives 1% (n = 320,000) | AID 2716;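 active means every valid replicate shows activation above 250% relative to neutral control wells; inactive means the rest, any valid replicate at or below 250%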;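 further: OY570 slx delta 5 strain wells were the positive control but not used for scaling; some compounds called inactive have numbers as strong as hits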
MOR-DOR ag: OPRM1-OPRD1 heterodimerization agonism | P35372+P41143 | cells, luminescence | activation, % at 9.3 µM | actives 0.3% (n = 340,000) | AID 504326; in the data active means activation above about 18%;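 further: 0% = vehicle-treated cells and 100% = reference agonist; values of inactives mirror those of a sister screen read the other way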
Target sequence (P35372 whole entry, looked up): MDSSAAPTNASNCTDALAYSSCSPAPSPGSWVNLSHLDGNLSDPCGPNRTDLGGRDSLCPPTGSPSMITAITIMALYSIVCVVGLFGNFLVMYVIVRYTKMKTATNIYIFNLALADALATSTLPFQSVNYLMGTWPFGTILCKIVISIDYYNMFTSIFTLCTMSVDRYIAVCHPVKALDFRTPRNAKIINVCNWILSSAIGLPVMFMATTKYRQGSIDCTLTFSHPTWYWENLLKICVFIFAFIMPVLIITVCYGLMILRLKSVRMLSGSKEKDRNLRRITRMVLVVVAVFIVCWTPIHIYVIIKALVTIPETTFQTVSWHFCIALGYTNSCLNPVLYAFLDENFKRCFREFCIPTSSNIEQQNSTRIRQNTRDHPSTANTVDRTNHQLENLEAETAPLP
Target sequence (P41143 whole entry, looked up): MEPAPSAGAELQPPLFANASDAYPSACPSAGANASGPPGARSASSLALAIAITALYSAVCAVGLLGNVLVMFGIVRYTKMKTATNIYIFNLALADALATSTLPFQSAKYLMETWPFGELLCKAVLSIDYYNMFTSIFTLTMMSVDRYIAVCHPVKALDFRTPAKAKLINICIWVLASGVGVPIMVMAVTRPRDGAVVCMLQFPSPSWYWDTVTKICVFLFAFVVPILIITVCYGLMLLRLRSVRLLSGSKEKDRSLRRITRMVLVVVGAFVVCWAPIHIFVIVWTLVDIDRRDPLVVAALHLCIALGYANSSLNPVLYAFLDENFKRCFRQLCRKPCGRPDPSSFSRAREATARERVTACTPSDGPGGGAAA
PfHsp90 set2: inhibits growth of yeast expressing Plasmodium falciparum Hsp90 | S. cerevisiae expressing PfHsp90, BacTiter-Glo ATP, 48 h; yeast lacking PDR1 and PDR3 efflux regulators | inhibition, % at 9.4 µM | actives 0.32% (n = 310,000) | AID 504621;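 active means every replicate shows inhibition above about 80%, whatever the replicate mean, limit read from the data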;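 further: 0% = DMSO neutral controls and 100% = 20 µM radicicol positive controls; yeast relying on Plasmodium falciparum Hsp90 in place of its own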
HTR5A ag: HTR5A agonism, opioid heterodimer counter-screen. P47898. HTR5A agonist assay, luminescence, cell-based. activation, % at 9.3 µM. actives 0.61% (n = 340,000). AID 504692; in the data active means activation mostly above about 9.5%, no sharp cut-off; inactive means mostly below about 7.6%;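 further: 0% = cells with vehicle only and 100% = reference agonist; strong numbers were not always called active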
MOR-DOR inv ag: inverse agonist of human OPRM1-OPRD1 heterodimerization; cell-based MOR-DOR heterodimer luminescence, inverse agonism; actives 0.21% (n = 340,000); P35372+P41143; inhibition, % at 9.3 µM; AID 504357; in the data active means inhibition above about 22%, passing the limit was not always enough;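 further: 0% = cells with DMSO and 100% = wells without cells with DMSO; values of inactives mirror those of a sister screen read the other way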
AddAB inh: less growth of phage-infected E. coli with AddAB; inhibition, % at 11.9 µM; E. coli expressing H. pylori AddAB, absorbance growth; actives 0.29% (n = 330,000); in the data active means inhibition above about 12%;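 further: 0% = vehicle wells of infected cells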
PKA-R1A activ: activates the PKA-R1A holoenzyme complex; P00514+P68181; PKA-R1A dissociation, Cy5-IP20 fluorescence polarization; scaled: DMSO 0%, 113 µM cGMP 100%; activation, % at 11.4 µM; actives 0.083% (n = 340,000); AID 504707;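 active means percent activation above the mean of all tested compounds plus 3 SD, cut at about 19% in these data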;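 further: higher means more PKAc released from R1A so a rise in polarization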
* = called active by the depositor; · = no result given.

SMILES	HTR5A inv ag	Pemphigus Ab inh	E coli growth	phage Ecoli inh	SUMO Mot1 rescue	MOR-DOR ag	PfHsp90 set2	HTR5A ag	MOR-DOR inv ag	AddAB inh	PKA-R1A activ
NCCCC[C@@H](C(=O)N1CCNCC1)n1cc([C@@H](N)CC(N)=O)nn1	-13	101	1.6	2.1	1	-2.3	-8	5	13	2.5	1
CCN(CC)C(C)C(=O)NCC1(c2ccccc2)CCOCC1 (centres undefined)	-5	·	1.5	1.1	-7	-2.2	10	2	14	1.5	-3
CC(=O)NC1CC2CCCC(C1)N2S(=O)(=O)c1cccc(F)c1 (centres undefined)	-3	101	-1.5	0.9	-12	-0.4	·	3	2	0.9	-6
Cc1cc(C)c2ccc(C(=O)O)nc2c1O	2	99	-2.8	1.6	-5	0.4	·	-1	-3	-4.2	0
CSc1ccc(Cl)c(C(=O)N(C)CC(=O)Nc2ccc(N3CCOCC3)cc2)c1	19	103	1.4	-0.8	8	-1.4	-1	-7	10	3.9	-7
CNC(=S)N1N=C(c2ccccc2)CC1c1ccc(Br)cc1 (centres undefined)	-9	102	1.1	1.2	·	4.2	·	4	-20	2.6	2
CC(=O)c1c(N2CCOCC2)nc(=S)n(-c2ccccc2)c1C	9	100	0.8	1.4	1	-2.4	4	3	14	1.1	2
COC(=O)c1ccc(CNS(=O)(=O)c2ccc3ccccc3c2)cc1	-12	·	2.2	-0.6	330*	0.1	-4	0	0	3.2	-2
CS(=O)(=O)N1CCN(c2ccccc2NC(=O)c2ccco2)CC1	2	104	-1.6	1.1	-2	-0.4	5	5	2	1.1	-1
NC(=O)C1(N2CCCCC2)CCN(CC(=O)Nc2ccc(Oc3ccccc3)cc2)CC1	-21	98	0.6	3.7	5	-1.7	20	5	9	-0.2	-1
Cc1cccc(N(CC(=O)Nc2ccccc2F)S(C)(=O)=O)c1	4	107	0.6	2.3	-11	-2.8	11	-2	14	3.8	-2
CCc1nnc(NC(=O)CSc2nnc(-c3ccc(O)cc3)n2C)s1	3	·	-0.1	2.5	15	-2.8	-1	-1	13	-0.5	1
CCOC(=O)N/N=C(/C)c1cccc(-n2cnnn2)c1	-20	102	-2.4	2.2	-4	-1.6	10	1	8	0.0	-8
CC(c1cccs1)N(Cc1ccco1)C(=S)Nc1ccccc1Cl (centres undefined)	-20	97	2.1	1.8	1	-2.5	-28	7	12	1.3	3
O=C(Cn1cnc2c(nnn2-c2cccc(Cl)c2)c1=O)N1CCCC1	4	102	-2.4	0.6	2	-2.0	·	2	11	-0.6	-8
CC(=O)Nc1ccc(Oc2cc(NC(C)=O)cc([N+](=O)[O-])c2)cc1	15	106	-2.9	4.2	-5	-1.0	11	2	5	-0.7	-8
CN1C(=S)N(c2ccccc2)C(=O)/C1=C/c1cccs1	-9	100	-0.2	1.8	-11	2.3	21	-1	-16	2.7	-9
CN1CCN(C(=O)CCc2ncc(C(F)(F)F)cc2Cl)CC1	-11	94	0.2	2.8	3	-4.0	7	4	23	1.6	-4
COC(=O)CC1c2cc(OC)c(OC)cc2CC(=O)c2cc(OC)c(OC)cc21 (centres undefined)	2	101	-0.2	3.3	-5	-1.9	11	-1	10	2.4	-16
NC(=O)NCCN1CCN(c2ncc(C(F)(F)F)cc2Cl)CC1	-10	100	0.6	2.6	-17	1.6	9	4	-9	0.0	-5
O=C(c1ccc(Cl)cc1)N(Cc1ccccc1F)N1C(=O)CCCC1=O	2	91	-1.6	1.9	0	-1.7	-7	2	9	0.7	-8
CCNS(=O)(=O)c1ccc2c(c1)n(C)c(=O)n2C	-58	99	0.3	3.0	14	-1.2	0	0	6	0.7	-3
CCn1nc(C)c(C2C(C#N)=C(N)OC3=C2C(=O)CC(C)(C)C3)c1C (centres undefined)	18	108	-1.7	3.2	34	0.9	4	0	-5	1.4	-22
Cc1ccc(OCC(=O)Nc2ccc(N3CCN(C(=O)c4ccc(C)cc4)CC3)cc2)cc1	-6	81	-3.0	3.0	11	3.9	0	-1	-20	-1.3	-4
COc1ccc(OC)c(S(=O)(=O)N2CCCC(C(=O)NCCN3CCOCC3)C2)c1 (centres undefined)	0	107	-2.1	0.8	0	-2.3	-13	0	12	3.9	-2
SMILES	HTR5A inv ag	Pemphigus Ab inh	E coli growth	phage Ecoli inh	SUMO Mot1 rescue	MOR-DOR ag	PfHsp90 set2	HTR5A ag	MOR-DOR inv ag	AddAB inh	PKA-R1A activ
Cc1cccc2cc(C#N)c(SCC#N)nc12	13	99	-2.6	1.4	475	0.8	48	1	-5	0.7	0
C/C(=N\NC(=O)c1ccc(N2CCCC2=O)cc1)c1ccc(O)cc1O	-5	·	0.9	-1.1	12	-1.5	2	2	6	1.8	-2
OC[C@H](O)[C@H](O)[C@@H](O)[C@@H](O)[C@@H]1SC(c2ccccc2)=NN1c1ccccc1	·	94	0.9	2.3	44	·	11	·	·	0.6	·
Cc1ncc(CO)c(/C=N/NC(=O)c2ccccc2Br)c1O	14	84	-1.3	2.6	-5	-1.7	-22	0	9	0.0	-5
Cc1ccc(C(=O)Nc2ccc3c(c2)OCCO3)c(C)c1	0	108	-1.2	0.9	-16	-1.9	13	1	10	0.0	-4
Cc1ccc(O)c(C(=O)c2cc(C(=O)NCCc3ccccc3)c(=O)n(CCc3ccccc3)c2)c1	18	109	1.9	4.2	-8	0.1	-7	2	0	3.5	-5
Cc1ccc(Nc2cc(C)nc3nnnn23)cc1	9	99	3.8	5.8	0	-1.4	·	-4	7	6.5	-21
CCC(C)[C@H](NC(=O)[C@H](Cc1ccccc1)n1c(=O)[nH]c2ccccc2c1=O)C(=O)N1CCC[C@@H]1C(=O)O (some centres undefined)	13	·	0.8	2.9	-13	-2.5	7	1	13	3.0	-3
CCOc1ccc(CN(CCC#N)C(=S)NC(=O)c2ccccc2)cc1	21	110	-4.4	0.5	-8	-0.5	-17	2	4	-5.0	-3
CN(CC(=O)Nc1ccccc1Cl)CC(=O)N(C)c1c(N)n(Cc2ccccc2)c(=O)[nH]c1=O	11	91	2.1	0.8	-9	-1.5	·	-3	8	-2.0	4
C=CCNC(=O)/C(=C\c1ccco1)NC(=O)c1ccco1	5	112	1.2	2.0	-20	-2.6	-2	2	14	1.3	0
CN(C)CCN(Cc1ccccc1)C(=O)[C@H](Cc1ccccc1)N1C(=O)c2ccccc2C1=O	17	98	1.3	-1.4	135	1.0	-8	5	-7	4.4	-6
CCN1C(=O)CC(SC2CC(=O)N(CC)C2=O)C1=O (centres undefined)	19	96	·	3.3	·	-2.7	-3	-5	14	·	0
FC(F)(F)c1cc(-c2ccco2)nc(-n2nnc3ccccc32)n1	-15	91	-0.3	1.9	-5	-2.6	7	-2	14	0.6	5
Cc1cc(C)cc(NC(=O)CCC(=O)Nc2nnc(C(F)(F)F)s2)c1	-20	109	1.9	0.5	-1	2.1	-8	1	-11	-0.6	2
CCCOc1ccccc1NS(=O)(=O)c1ccc2[nH]c(=O)[nH]c2c1	-22	99	-1.4	3.2	3	-1.1	-31	1	7	-1.7	-3
CCOc1ccc(Cl)cc1S(=O)(=O)N1CCC(C(=O)NCc2cccnc2)CC1	-20	103	1.3	2.7	366*	-0.3	1	7	2	1.5	9
CCc1c(C)sc(NC(=O)c2cc(-c3ccc(OC)c(OC)c3)on2)c1C#N	-8	81	-0.3	1.5	50	0.5	·	0	-3	-0.3	-1
CCC(C)N1C(=S)SC(C)(C)C1N(O)C(=O)NC1CCCCC1 (centres undefined)	-27	·	0.2	-0.7	13	0.3	-21	10	-2	0.1	-4
CCn1c(COC(=O)CNC(=O)c2ccccc2)nc2cc(S(=O)(=O)N(C)C)ccc21	13	93	0.9	4.6	-7	-3.6	·	-5	19	1.9	0
O=S1OCCN1c1ccccc1 (centres undefined)	11	·	-13	0.5	-18	-3.3	-2	0	19	0.3	-2
O=C(COC(=O)c1cc(S(=O)(=O)N2CCOCC2)ccc1O)NCCc1ccccc1	9	99	-0.3	1.6	0	-0.6	22	4	3	-0.9	4
CN1CCN(c2ccccc2NC(=O)c2ccc(-c3ccccc3)cc2)CC1	-8	110	-1.6	3.2	-5	3.3	-16	3	-19	1.2	1
CC1=NN(c2nc(-c3ccc(C)cc3)cs2)C(=O)C1N=Nc1cccc(O)c1 (centres undefined)	-4	93	-0.4	5.0	87	-0.1	-6	2	1	0.3	-2
CC1CCN(CC(=O)Nc2nn(-c3ccccc3)nc2C(N)=O)CC1	-7	87	-0.8	4.0	178	-2.5	-72	-4	13	4.7	3
SMILES	HTR5A inv ag	Pemphigus Ab inh	E coli growth	phage Ecoli inh	SUMO Mot1 rescue	MOR-DOR ag	PfHsp90 set2	HTR5A ag	MOR-DOR inv ag	AddAB inh	PKA-R1A activ
COc1ccc(-c2nnc(SCc3ncc(-c4ccccc4)o3)o2)cc1	-1	87	-0.7	2.9	-2	4.5	·	4	-24	1.1	0
Cc1noc(C)c1COC(=O)C(c1ccccc1)c1ccccc1	2	101	-0.8	3.9	-8	0.2	3	-8	-1	1.4	1
O=C(CSc1ccc(-c2cccc([N+](=O)[O-])c2)nn1)N1CCCCCC1	8	114	0.8	-2.2	-1	-1.3	-24	-3	6	-1.2	-8
Cc1ccc(N2C(=O)NC(NC(=O)C(C)(C)C)(C(F)(F)F)C2=O)cc1 (centres undefined)	6	95	-0.9	3.1	7	-2.7	-9	-2	16	1.3	-15
COc1ccc(C2Nc3ccccc3C(=O)N2Cc2ccccc2)cc1Cn1nnc2ccccc21 (centres undefined)	-31	86	-1.1	1.1	-13	15	-3	0	-84	4.4	-6
COc1cc([N+](=O)[O-])ccc1NC(=O)Oc1ccc(NC(C)=O)cc1	-5	88	0.7	0.2	-10	-2.4	2	1	12	-0.7	-1
Cn1c(C(=O)N2CCCC(C(=O)NCc3ccc4c(c3)OCO4)C2)cc2sccc21 (centres undefined)	-15	99	-3.4	-0.8	54	-0.9	0	5	5	0.7	10
CCOC(=O)C1=CN(Cc2cccc(F)c2)S(=O)(=O)NC1CCc1ccccc1 (centres undefined)	-6	96	1.8	3.1	·	8.7	-2	1	-42	-0.2	-1
Cc1cc(CSc2ccc(Cl)cc2)ccc1N	-25	94	·	3.0	·	0.3	-19	6	-2	·	-6
Nc1nnc2cc(Cl)ccc2n1	11	96	·	-3.5	·	-1.2	5	-3	6	·	-6
CN1C(=O)C(O)(c2sc(N)nc2-c2ccccc2)c2ccccc21 (centres undefined)	-39	95	-0.6	0.3	204	-1.8	18	-3	10	-0.2	-11
CCN1C(=O)[C@H]2[C@@H](c3ccc(-c4ccccc4)cc3)N[C@@](CC(C)C)(C(=O)OC)[C@H]2C1=O	13	106	-0.7	4.6	12	-2.1	-19	2	12	2.8	-4
CCN(CC)S(=O)(=O)c1ccc2[nH]c(=O)cc(C(=O)Nc3ccccc3N3CCCC3)c2c1	-6	99	0.9	0.6	-29	-3.5	-6	-4	24	4.9	-10

Individual results from above.
O=C(CSc1ccc(-c2cccc([N+](=O)[O-])c2)nn1)N1CCCCCC1 in HTR5A ag is listed with -3
CC1=NN(c2nc(-c3ccc(C)cc3)cs2)C(=O)C1N=Nc1cccc(O)c1 (centres undefined) in HTR5A inv ag is listed with -4
